Assay outcomes as filed in PubChem.
CHO-K1 Ca ag – counter-screen for M1 agonists: effect in parental CHO-K1 cells | Fluo-8 calcium fluorescence; scaled to maximal ATP response, vehicle zero | activation, % at 3 µM | actives 0.48% (n = 360,000) | AID 602248; in the data active means activation above about 15%;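 further: untransfected CHO-K1 host cells lacking M1 receptor as counterscreen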
M5 PAM – potentiates acetylcholine response at human M5 receptor. activation, % at 3 µM. P08912. actives 0.3% (n = 360,000). CHO-K1 hM5, Fluo-8 calcium, ACh EC20 PAM; 0% = ACh EC20, 100% = ACh EC100. AID 624038;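 active means activation above the run cutoff, the mean activation of all test compounds plus 3 SD, cut at about 18% in these data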
Target sequence (P08912 whole entry, looked up): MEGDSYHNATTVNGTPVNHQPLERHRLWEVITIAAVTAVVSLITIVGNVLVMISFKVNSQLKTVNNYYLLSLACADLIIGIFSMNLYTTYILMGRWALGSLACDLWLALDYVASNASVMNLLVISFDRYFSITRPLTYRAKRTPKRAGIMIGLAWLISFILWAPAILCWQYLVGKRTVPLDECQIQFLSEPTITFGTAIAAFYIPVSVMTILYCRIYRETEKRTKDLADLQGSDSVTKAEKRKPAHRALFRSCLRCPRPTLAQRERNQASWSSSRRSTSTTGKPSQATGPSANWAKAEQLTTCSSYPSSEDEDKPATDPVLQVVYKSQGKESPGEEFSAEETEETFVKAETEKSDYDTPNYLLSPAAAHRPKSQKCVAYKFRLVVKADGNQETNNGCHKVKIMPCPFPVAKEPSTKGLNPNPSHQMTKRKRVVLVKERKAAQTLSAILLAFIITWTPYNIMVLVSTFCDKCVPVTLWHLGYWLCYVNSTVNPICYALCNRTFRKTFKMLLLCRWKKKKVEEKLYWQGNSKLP
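Measured by: Fluo-8 calcium fluorescence; material: human M5 receptor in CHO-K1 cells; schedule: Post-acetylcholine fluorescence recording 140 s; benchmarks: low control EC20 acetylcholine (0%), high control EC100 acetylcholine (100%); read-out: Max/basal fluorescence ratio as % of EC20–EC100 ACh window; compound: single dose, 3 µM nominal final test concentration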
CHRM4 agonist – agonists of human muscarinic M4 receptor (CHRM4); P08173; CHO-K1 hM4/Gqi5, Fluo-8 calcium fluorescence; vehicle 0%, full acetylcholine response 100%; activation, % at 3 µM; actives 0.14% (n = 360,000);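 active means activation above the run mean over all test wells plus 3 SD, cut at about 32% in these data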;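 further: peak over basal fluorescence ratio per well then scaled between controls; 0% = DMSO wells and 100% = acetylcholine at EC100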
CHRM4 antagonist – blocks acetylcholine activation of human M4 receptor | P08173 | CHO-hM4 cells, ACh EC80, Fluo-8 calcium fluorescence | inhibition, % at 3 µM | actives 0.73% (n = 360,000) | AID 624125;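 active means inhibition above its plate's cutoff, the mean inhibition of sample wells plus 3 SD, cut at about 27% in these data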;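 further: 0% = acetylcholine EC80 with DMSO and 100% = DMSO without agonist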
CHO-K1 Ca antag – nonselective inhibitor or artifact in parental CHO-K1 cells. actives 0.6% (n = 360,000). ATP-induced calcium, Fluo-8 fluorescence. inhibition, % at 3 µM;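 active means inhibition above a per-plate cutoff, the plate's mean sample inhibition plus 3 SD, cut at about 24% in these data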;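 further: 0% = DMSO plus EC80 ATP and 100% = DMSO alone without ATP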
M5 ag – agonists of human muscarinic M5 receptor (CHRM5); CHO-K1 hM5 cells, Fluo-8 calcium fluorescence; 0% DMSO wells, 100% maximal acetylcholine response; activation, % at 3 µM; actives 0.19% (n = 360,000);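 active means activation above the run's mean over test compounds plus 3 SD, cut at about 23% in these data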;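 further: signal is peak over basal fluorescence ratio across the kinetic read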
M4 PAM – potentiates acetylcholine response at human M4 receptor; P08173; CHO-K1 hM4/Gqi5, Fluo-8 calcium fluorescence, ACh EC20; 0% = ACh EC20, 100% = maximal ACh; activation, % at 3 µM; actives 0.4% (n = 360,000);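 active means activation above its plate's cutoff, the mean activation of sample wells plus 3 SD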; further: some results filed as inactive read as strong as hits
M1 PAM parental – M1 PAM counterscreen hit in parental CHO-K1 cells; actives 0.02% (n = 360,000); AID 602247; ATP EC20, Fluo-8 calcium fluorescence; 0% at ATP EC20, 100% at ATP max; activation, % at 3 µM;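 active means activation above the run cutoff, the mean activation of all test compounds plus 3 SD, cut at about 40% in these data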;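 further: peak over basal fluorescence ratio in a 140 s read after ATP addition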
CHRM5 antagonist – antagonists of human muscarinic M5 receptor (CHRM5); P08912; inhibition, % at 3 µM; actives 0.59% (n = 360,000); CHO-hM5 cells, Fluo-8 calcium fluorescence, ACh EC80;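 active means inhibition above a per-plate cutoff, the mean of that plate's test compounds plus 3 SD, cut at about 27% in these data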;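 further: 0% = acetylcholine EC80 with DMSO and 100% = DMSO without agonist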
An asterisk follows results filed as active.

SMILES	CHO-K1 Ca ag	M5 PAM	CHRM4 agonist	CHRM4 antagonist	CHO-K1 Ca antag	M5 ag	M4 PAM	M1 PAM parental	CHRM5 antagonist
Cc1noc(C)c1COc1ccc(C(=O)N2CC(C)CC(C)C2)cc1 (stereo unspecified)	1.5	0	1	-7	-13	-1	-7	12	7
Cc1ccc(CNC(=O)Cc2ccc(Br)cc2)cc1	0.8	4	0	-2	-9	2	-3	9	1
Cc1ccc([N+](=O)[O-])cc1S(=O)(=O)N1CCC(C)CC1	-0.3	9	0	-9	-13	-9	8	18	1
CCN(CC)C(=O)c1ccc2nc3ccccc3nc2c1	0.7	-1	1	0	-12	0	-1	24	-4
O=C(CCn1c(=O)oc2ccc(Cl)cc21)N1CCN(Cc2ccccc2)CC1	0.1	4	0	-2	-10	-7	0	2	-1
CCCC(NS(=O)(=O)c1ccc(Br)cc1)C(=O)O (stereo unspecified)	0.0	2	0	-1	13	2	-4	-6	0
Cc1cccc(NC(=O)CN2CCC(NC(=O)C3CCCCC3)CC2)c1C	0.9	-3	1	4	-11	-1	10	16	5
CCOCCCNC(=O)C(c1ccccc1)N(Cc1cccs1)C(=O)c1ccccc1O (stereo unspecified)	5.1	-12	14	-12	-3	3	-13	8	1
O=C(CNC(=O)c1ccccc1)NCC(=O)OCC(=O)c1ccccc1	0.2	-6	2	-1	0	-5	2	2	8
COc1cccc(Nc2ncccc2C(=O)Nc2ccccc2)c1	0.7	19*	1	-3	9	-8	-2	10	5
O=C(NC(C(=O)c1ccccc1)N1CCCCCC1)c1ccco1 (stereo unspecified)	1.3	5	0	0	5	-4	7	19	-5
CC1CCCC(C)N1C(=O)CSc1nnnn1-c1cccc2c1CCCC2 (stereo unspecified)	1.2	-11	2	-2	-2	-9	-9	18	6

Five entries already listed, sorted by heavy-atom count, highest first:
SMILES	CHO-K1 Ca ag	M5 PAM	CHRM4 agonist	CHRM4 antagonist	CHO-K1 Ca antag	M5 ag	M4 PAM	M1 PAM parental	CHRM5 antagonist
O=C(CCn1c(=O)oc2ccc(Cl)cc21)N1CCN(Cc2ccccc2)CC1	0.1	4	0	-2	-10	-7	0	2	-1
O=C(CNC(=O)c1ccccc1)NCC(=O)OCC(=O)c1ccccc1	0.2	-6	2	-1	0	-5	2	2	8
COc1cccc(Nc2ncccc2C(=O)Nc2ccccc2)c1	0.7	19*	1	-3	9	-8	-2	10	5
CCN(CC)C(=O)c1ccc2nc3ccccc3nc2c1	0.7	-1	1	0	-12	0	-1	24	-4
Cc1ccc(CNC(=O)Cc2ccc(Br)cc2)cc1	0.8	4	0	-2	-9	2	-3	9	1

Compound profiles, from the list above. Screens in order: CHO-K1 Ca ag	M5 PAM	CHRM4 agonist	CHRM4 antagonist	CHO-K1 Ca antag	M5 ag	M4 PAM	M1 PAM parental	CHRM5 antagonist
`O=C(CNC(=O)c1ccccc1)NCC(=O)OCC(=O)c1ccccc1` in the list: 0.2	-6	2	-1	0	-5	2	2	8
`CCCC(NS(=O)(=O)c1ccc(Br)cc1)C(=O)O` (stereo unspecified) in the list: 0.0	2	0	-1	13	2	-4	-6	0
`Cc1noc(C)c1COc1ccc(C(=O)N2CC(C)CC(C)C2)cc1` (stereo unspecified) in the list: 1.5	0	1	-7	-13	-1	-7	12	7
`CCN(CC)C(=O)c1ccc2nc3ccccc3nc2c1` in the list: 0.7	-1	1	0	-12	0	-1	24	-4

Next compounds
SMILES	CHO-K1 Ca ag	M5 PAM	CHRM4 agonist	CHRM4 antagonist	CHO-K1 Ca antag	M5 ag	M4 PAM	M1 PAM parental	CHRM5 antagonist
CC(C)(C)C(=O)/C=C(\N)c1ccccn1	0.9	-2	0	-10	-7	-1	5	13	5
Nc1ncnc2c1C(c1ccccc1)c1c(ccc3ccccc13)O2 (stereo unspecified)	-0.2	-16	4	7	-5	-2	-4	7	16
CCOc1ccc(NC(=O)C2CC(=O)OC2c2ccccc2)cc1 (stereo unspecified)	2.0	-2	3	-5	-14	0	10	16	-10
C#CCNC(=O)C[C@@H]1C[C@@]2(C(=O)OCC)CCC=C2N(Cc2ccc(Cl)cc2Cl)C1=O	-0.5	-5	0	-10	-1	3	11	-1	2
CCC1CCCCN1S(=O)(=O)c1ccc(NC(=O)C2CC(=O)N(C(C)(C)C)C2)cc1 (stereo unspecified)	0.3	10	1	-2	-16	-1	8	17	3
CC(=O)Nc1ccc2nc(NC(=O)COc3ccccc3C)sc2c1	3.5	-3	7	8	-2	4	-5	13	4
CC(C)CCN1CC(=O)N2[C@@H](Cc3c([nH]c4ccccc34)C2(C)C)C1=O	4.1	-10	12	-13	3	-2	-8	-2	3
CCN1C(=O)CS/C1=N\S(=O)(=O)c1ccc(Cl)cc1	1.1	8	2	2	-9	-3	-4	3	-1
CCOC(=O)[C@H]1[C@H]2COc3ccc(Cl)cc3[C@@H]2N2C(=O)CNC(=O)[C@@]12C	0.2	-6	1	-2	2	1	-4	-3	14
Cc1ccc(C(=O)c2c3ccccc3[n+]([O-])n2CCO)cc1	-0.2	1	1	-10	-16	-2	4	24	6
CCOC(=O)c1c(NC(=O)CN2CCCc3ccccc32)sc(C)c1CC	0.6	-3	0	-11	-15	-4	1	34	-2
CCC(C)[C@H](NC(=O)NCc1cccc(OC)c1)C(=O)OC (stereo partly specified)	0.3	-6	1	2	-8	-1	-2	17	2
CC(C)N(C(=O)COC(=O)[C@@H]1CC(O)CN1S(=O)(=O)c1ccccc1[N+](=O)[O-])C(C)C (stereo partly specified)	0.4	-1	2	-4	-9	2	-3	15	3
CN(C)c1ccc(CNC(=O)CCS(=O)(=O)c2ccc3c(c2)n(C)c(=O)c(=O)n3C)cc1	4.5	-8	21	-17	7	4	-7	5	9
CCCCN(C(=O)c1ccccc1OCc1ccc(F)cc1)c1c(N)n(CC(C)C)c(=O)[nH]c1=O	0.3	3	0	7	-12	-4	0	0	7
O=S(=O)(Nc1ccc(-c2cn3c(n2)SCC3)cc1)c1ccccc1F	0.2	0	3	-15	11	-1	10	-7	-4
O=S(=O)(c1ccccc1)c1cc(O)ccc1O	1.2	11	1	-6	-22	2	-3	23	-4
Cc1nc(-c2ccccc2)nc2sc(C(=O)c3ccc(F)cc3)c(N)c12	1.4	13	0	-4	0	6	-15	5	-14
Cc1ccc(N2C(=O)C3C(C2=O)C2C=CC3C23CC3)c([N+](=O)[O-])c1 (stereo unspecified)	0.6	-6	1	-11	-7	-5	6	22	4
Cc1cc2c(cc1C)/C(=N/NC(=O)c1ccccn1)CCC2	0.2	-6	1	-2	-6	0	-10	-15	3
CCn1ncc([N+](=O)[O-])c1C(=O)N1CCCC1	0.8	4	1	9	-8	4	23	16	2
Cc1sc(NC(=O)c2ccc(OCC(C)C)cc2)c(C(N)=O)c1-c1ccc(Cl)cc1Cl	0.3	5	1	-4	-12	-3	-3	19	5
COc1ccc(OC)c(C(c2nnnn2C(C)(C)C)N2CCc3ccccc3C2)c1 (stereo unspecified)	1.6	3	1	-15	-20	-6	4	30	-2
CC(C)OCCCn1c(=S)[nH]c2cc3c(cc2c1=O)OCO3	-0.1	1	1	-13	-10	-4	12	19	-11
COc1ccc(C(=O)NN=C2CCCC2)cc1	0.9	3	0	6	-7	1	-2	11	2
CCCC(=O)NC(=S)Nc1cccc2c(O)cccc12	7.3	-16	19	0	4	1	-9	5	1
N#Cc1c(-c2ccc(Cl)cc2)ccnc1N1CCOCC1	0.8	2	2	-6	-13	-1	5	-5	3
CNC(=O)CCn1nc(-c2ccc(Cl)cc2)c2ccccc2c1=O	0.6	2	2	-2	-8	1	1	19	-2
O=C(NCc1ccccc1Cl)C(=O)c1c[nH]c2ccccc12	-0.2	0	1	-5	5	1	9	-11	-7
CC(C)(CC(=O)O)CC(=O)Nc1cc(C(F)(F)F)cc(C(F)(F)F)c1	2.8	-1	3	-19	-12	1	30	5	-5
CC(=O)Nc1ccc(OCC(O)CNC2CCCC2)cc1 (stereo unspecified)	0.3	-6	1	5	-2	2	-1	-3	7
COC(=O)Cc1ccc(NC(=O)c2ccc(NC(=O)c3ccco3)cc2)cc1	3.0	-6	3	6	2	-2	-1	4	7
COc1cccc(NC(=O)CN(C)C(=O)c2cc(S(=O)(=O)NCc3ccccc3)ccc2C)c1	2.6	-1	7	-2	-15	-2	-3	22	10
COc1ccc(CCNC(=O)c2cc3c(=O)n4ccccc4nc3n(CCN3CCOCC3)c2=N)cc1	8.1	-8	17	-15	-3	0	-6	8	4
Cc1ccc(S(=O)(=O)Nc2ccc3c(c2)C(=O)NC3=O)cc1[N+](=O)[O-]	0.4	-8	2	0	6	-5	6	-7	14
Cc1cc(C)nc(/N=C(\N)Nc2ccc(CC(=O)OC(C)C)cc2)n1	37*	-35	113*	83*	45*	31*	-20	-31	42*
CN(CC(=O)NCc1cccs1)CC(=O)Nc1ccccc1Cl	-0.1	-1	1	-4	-6	0	2	4	-4
CC[C@@H](C)CN1C(=O)N[C@@H](CCc2ccccc2)C(C(C)=O)=C1C	-0.1	1	0	6	-6	4	1	7	2
COc1ccc(NC(=S)NC(NC(=O)c2cccc(C)c2)C(Cl)(Cl)Cl)c([N+](=O)[O-])c1 (stereo unspecified)	3.1	-7	3	-3	-4	1	1	10	-2
CCCCC(c1nnnn1C1CCCC1)N1CCN(C2CCCCC2)CC1 (stereo unspecified)	0.0	-5	0	0	-9	-7	10	18	-1
O=C(Cc1ccc(F)cc1)N1CCOCC1	0.8	15	0	2	-11	4	-3	15	-3
CC(C)CNC(=O)c1ccccc1-c1ccccc1C(=O)O	0.1	-8	0	-5	-4	0	2	4	5
CCc1nnc(NC(=O)c2cc(-c3ccc(C)o3)nc3ccccc23)s1	-0.5	15	1	1	-11	5	6	18	-4
Cc1nn(C)cc1C(C(=O)NC1CCCCC1)N(C(=O)Cc1cccs1)c1ccc(F)cc1 (stereo unspecified)	1.6	-1	4	-7	-3	-4	10	1	2
